GSH bead fluor = compound fluoresces at 488/530 nm on GSH beads. GSH beads flow cytometry, compound fluorescence 488/530 nm; hits give high values. actives 0.25% (n = 190,000). fluorescence (KMESF) at 10 µM. AID 1776; in the data active = fluorescence above about 89;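 note: glutathione beads carrying GST-tagged Bcl family fusion proteins plus one bare bead set; values are compound well signal with DMSO vehicle wells as background; inactives centre near 16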
RGS7-Gao reg = human RGS7-Galphao interaction regulation; P09471; Multiplexed bead flow cytometry, RGS7-Galphao binding; actives lie on both sides; binding response (% of control), % at 10 µM; actives 0.35% (n = 220,000); AID 1439; in the data active = binding response below about 49% or above about 150%; inconclusive = no clear call, values can overlap the other calls; inactive = in between;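 note: fluorescent Galphao held in activated GDP-AlF4 state binding bead-coupled RGS7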
Target sequence (P09471 whole entry, looked up): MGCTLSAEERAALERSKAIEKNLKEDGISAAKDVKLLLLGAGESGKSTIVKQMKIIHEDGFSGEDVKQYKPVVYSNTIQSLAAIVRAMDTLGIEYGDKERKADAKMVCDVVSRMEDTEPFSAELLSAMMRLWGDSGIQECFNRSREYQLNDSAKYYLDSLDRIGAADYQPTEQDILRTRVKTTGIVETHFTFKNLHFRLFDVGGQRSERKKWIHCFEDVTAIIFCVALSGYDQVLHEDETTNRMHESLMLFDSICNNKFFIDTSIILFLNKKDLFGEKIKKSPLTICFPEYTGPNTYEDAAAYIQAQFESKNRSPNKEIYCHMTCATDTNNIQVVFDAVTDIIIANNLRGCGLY
RGS8-Gao reg = modulates binding of RGS8 to human Galphao; P09471; multiplexed bead flow cytometry; actives lie on both sides; response (percent of control binding), % at 10 µM; actives 0.34% (n = 220,000); in the data active = response below about 60% or above about 140%; inactive = in between;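 note: Galphao activated as the GDP aluminium fluoride complex binding bead-coupled RGS8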
Bim-Mcl-1 = human Bim-Mcl-1 interaction inhibition; Q07820; Bead-based flow cytometry, Bim peptide-Mcl-1 binding; inhibition, % at 10 µM; actives 0.1% (n = 190,000); in the data active = inhibition above about 40%;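 note: 0% = no compound tracer wells and 100% = peptide blocker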
Target sequence (Q07820 whole entry, looked up): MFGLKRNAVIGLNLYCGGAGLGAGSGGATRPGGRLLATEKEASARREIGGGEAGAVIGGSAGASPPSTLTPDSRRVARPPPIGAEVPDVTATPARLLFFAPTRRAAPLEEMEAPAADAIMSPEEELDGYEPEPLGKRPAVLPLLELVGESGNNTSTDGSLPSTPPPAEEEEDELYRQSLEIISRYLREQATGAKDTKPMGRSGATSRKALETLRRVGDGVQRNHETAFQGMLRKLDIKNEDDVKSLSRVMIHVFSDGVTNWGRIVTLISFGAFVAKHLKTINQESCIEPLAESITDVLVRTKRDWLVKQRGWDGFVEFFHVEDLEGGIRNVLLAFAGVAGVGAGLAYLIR
ABCB1 inh = blocks JC-1 efflux by human ABCB1 transporter; AID 1326; P08183; CCRF-Adr cells, flow cytometry; actives 0.067% (n = 190,000); inhibition, % at 6.6 µM; in the data active = inhibition above about 40%;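 note: 0% = vehicle and 100% = reference inhibitor; higher value means more JC-1 retained so stronger ABCB1 efflux block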
Mcl1-Noxa inh = disrupts binding of human Mcl-1 to Noxa peptide; inhibition, % at 21.7 µM; TR-FRET Mcl-1/Noxa peptide binding, 2 h; actives 1.5% (n = 220,000); Q07820;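 active = compounds that cut the protein-peptide binding signal by more than 50% relative to plate controls in a single-dose test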;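 note: His-tagged Mcl-1 with rhodamine Noxa BH3 peptide and terbium anti-His antibody; 0% = Mcl-1 plus Noxa peptide wells and 100% = peptide-only wells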
ABCG2 inh = inhibitors of human ABCG2 transporter, ABCB1 counter-screen | inhibition, % at 6.6 µM | actives 0.1% (n = 190,000) | AID 1325 | IgMXP3 cells, JC-1 efflux, flow cytometry;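 active = inhibition above 80%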;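 note: 0% = DMSO and 100% = nicardipine control wells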
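Incubation: cells with compound and JC-1, 10 min at 25 °C, rotating, no wash / Test system: IgMXP3 (ABCG2) plus far-red-tagged CCRF-Adr (ABCB1) cells / Compound dosing: one concentration, 6.6 µM final / Also added: JC-1 fluorescent substrate / Evaluation: efflux inhibition in percent versus controls / Detection: flow cytometry, 530 nm JC-1 signal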
Pf gametocyte = kills late stage P. falciparum gametocytes; P. falciparum stage V gametocytes, ATP luminescence, 24 h; inhibition, % at 10.9 µM; actives 0.065% (n = 150,000); AID 743093;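 active = inhibition above the mean plus 3 SD of compounds within the control limits, set per campaign, cut at about 38% in these data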;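 note: 0% = DMSO wells and 100% = medium only without gametocytes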
RGS4-Gao reg = human RGS4-Galphao interaction regulation. P09471. Multiplexed bead flow cytometry, RGS4-Galphao binding; actives lie on both sides. binding response (% of control), % at 10 µM. actives 0.33% (n = 220,000). AID 1415; in the data active = binding response below about 49% or above about 150%; inactive = in between;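 note: fluorescent Galphao activated with aluminum fluoride binding bead-coupled RGS4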
Mcl1-Bid inh = disrupts binding of human Mcl-1 to Bid peptide; Q07820; TR-FRET Mcl-1/Bid-Dy647 peptide binding, 1536-well; inhibition, % at 21.7 µM; actives 0.97% (n = 220,000); AID 1021;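 active = compounds that cut the binding signal by more than half at the single screening dose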;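 note: His-tagged Mcl-1 with europium anti-His antibody binding Bid BH3 peptide; 0% = Mcl-1 plus peptide wells and 100% = peptide-only wells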
Avidin fluor = compound fluoresces at 488/530 nm on avidin beads. compound fluorescence 488/530 nm, flow cytometry; hits give high values. fluorescence (KMESF) at 10 µM. actives 0.38% (n = 220,000); in the data active = fluorescence above about 47; note: inactives centre near 10
An asterisk follows results filed as active; ? = inconclusive; / = no result given.

SMILES	GSH bead fluor	RGS7-Gao reg	RGS8-Gao reg	Bim-Mcl-1	ABCB1 inh	Mcl1-Noxa inh	ABCG2 inh	Pf gametocyte	RGS4-Gao reg	Mcl1-Bid inh	Avidin fluor
Oc1ccc(-c2nc3cnccn3c2Nc2ccc3c(c2)OCCO3)cc1	26	97	98	-2	0.7	21	2	/	100	-30	6
S=C(NCCN1CCOCC1)Nc1cccc2ccccc12	10	99	101	-2	0.6	19	16	13	102	-64	9
Cc1cc(NC(=O)COC(=O)COc2ccc3c(c2)CCC3)no1	41	100	98	-83	-0.9	-17	1	8	97	-33	9
COc1ccc(C(OC(=O)c2ccco2)C(=O)NCc2ccco2)cc1 (stereo not given)	28	99	103	-4	0.9	-2	4	-27	101	-56	6
CCOC(=O)c1oc2ccccc2c1NC(=O)CN1CCN(C)CC1	32	100	102	-2	-1.8	1	-1	/	109	-12	5
COc1ccc(Cl)cc1N(CC(=O)Nc1ccc2c(c1)OCO2)S(C)(=O)=O	9	99	106	-4	0.3	20	5	8	102	-11	11
COC(=O)CC(NC(=O)c1ccco1)c1cccc2ccccc12 (stereo not given)	16	97	100	3	0.6	-4	3	/	96	-17	7
CC(=O)Nc1ccc(C(=O)OCc2ccc(Cl)cc2)cc1	21	103	104	1	0.6	-3	7	13	106	-32	9
Cc1cc(C(=O)CCl)c(C)n1-c1cccc([N+](=O)[O-])c1	23	101	99	0	-0.4	10	1	-11	100	-39	8
Cc1ccc(S(=O)(=O)NC(C)(C)CSc2ncccn2)cc1	10	102	100	0	1.0	0	1	-9	102	-10	11
Cc1nn(CC(=O)Nc2ccc(N(C)C)cc2)c(C)c1[N+](=O)[O-]	8	100	99	-3	0.6	74*	0	/	98	-59	2
FC(F)(F)c1cccc(NCc2cn3cccnc3n2)c1	11	97	102	3	0.1	-7	2	/	104	-14	19
COc1ccccc1NS(=O)(=O)c1ccc(Cl)c(NC(=O)CN2C(=O)c3ccccc3C2=O)c1	15	102	103	-5	1.1	13	3	/	103	-8	17
O=C(NC(=O)c1cccc(Cl)c1)OC[C@@H]1CCCN2CCCCC12 (stereo not given in full)	22	95	99	2	-0.1	26	0	/	103	-9	9
CC(=O)N(Cc1cccs1)Cc1cc2ccc(C)c(C)c2nc1Cl	16	102	106	-3	1.1	0	3	/	99	6	22
Cc1sc2nc(CN(C(=O)NCc3ccccc3)C3CCCC3)[nH]c(=O)c2c1C	/	?	103	/	/	-4	/	-1	100	-51	7
O=[N+]([O-])c1ccc2c(c1Nc1ccccc1Cl)=NC1(CCCCC1)N=2	/	?	100	/	/	-7	/	-22	102	-5	4
O=[N+]([O-])c1ccccc1-c1ccc(C(=S)N2CCCC2)o1	14	?	89	-5	0.7	22	21	-6	90	-26	10
CCC(C)NC(=O)C(CCSC)NC(=O)c1ccccc1 (stereo not given)	10	93	95	-14	1.0	-8	6	/	94	-36	38
CCCNC(=O)Nc1cc(OCC)c(N2CCOCC2)cc1OCC	22	99	99	0	1.6	-1	41	11	97	-6	26
COc1ccc(/C=N/NC(=O)c2nonc2N)cc1OC	/	?	102	/	/	-8	/	0	105	-10	10
CC(C)C(=O)N1CCN(c2cc(N3CCN(C)CC3)c(F)cc2[N+](=O)[O-])CC1	21	94	100	0	1.6	-2	10	-14	100	-22	10
COc1ccc(/C=C(/NC(=O)/C=C/c2ccccc2)C(=O)N2CCOCC2)cc1	10	100	99	-5	0.9	0	2	2	96	1	6
CCC(=O)OCCNc1cc(Sc2nc3ccccc3s2)c2nonc2c1[N+](=O)[O-]	2	95	65	2	0.2	58*	1	/	94	-100	4
O=[n+]1cc(-c2ccc(Cl)cc2)n([O-])c2c1CCC2	/	?	100	/	/	6	/	-23	99	-7	7
O=C1CC(c2ccccc2)n2ncnc2N1 (stereo not given)	44	105	101	0	0.0	-8	1	3	103	-47	8
COc1ccc(CNC(=O)CCS(=O)(=O)Cc2cccc(Cl)c2)c(OC)c1	20	100	98	1	1.8	0	8	-23	100	-24	10
CC1CCCCN1CC(=O)NCc1ccc2c(c1)OCO2 (stereo not given)	25	92	98	0	1.2	24	2	9	100	-20	16
Cn1c(-c2ccc3c(c2)OCO3)cnc1NCc1cccc(Cl)c1	9	91	95	0	2.3	12	28	/	91	-46	27
O=Nc1c(O)n(Cc2c(Cl)cccc2Cl)c2ccccc12	5	98	102	-3	0.2	21	2	10	100	-10	2
COC(=O)CN(c1c(C)cccc1C)S(C)(=O)=O	30	105	99	1	0.7	-5	16	-7	99	4	30
COc1ccccc1OCCn1c(=O)n(C)c2ccccc21	11	102	98	5	1.9	3	23	-7	102	-32	9
CN(Cc1ccccc1)c1nc2c(c(=O)[nH]c(=O)n2C)n1CCCc1ccccc1	8	108	104	2	1.9	-4	5	/	105	-44	9
c1ccc2c(c1)Cc1cc(CN3CCOCC3)ccc1-2	27	99	101	-4	0.3	28	2	/	98	8	13
CC1(c2ccccc2)CC(C)(C)N(C(=O)C2CCCO2)c2ccccc21 (stereo not given)	10	103	102	-2	1.3	-5	4	-10	103	-5	20
CCOc1ccc(NC(=S)NC(=O)/C=C/c2ccc(C)cc2)c([N+](=O)[O-])c1	4	95	100	1	-0.3	34	0	/	93	41	5
CCN(CC)C(=O)CN(c1ccc2c(c1)OCO2)S(C)(=O)=O	38	100	101	0	0.4	15	0	/	101	-2	6
O=C(O)COc1ccccc1/C=N/NC(=O)c1cccc(S(=O)(=O)Nc2cccc(Cl)c2)c1	64	100	103	0	-0.3	5	0	-7	101	-5	26
Cc1csc(SCC(=O)O)n1	15	99	101	3	0.9	6	1	-23	99	-13	5
Cc1nn(-c2ccccc2)c2nc3c(cc12)C(=O)CCC3	19	88	94	-3	0.8	9	3	-5	92	-4	11
O=C(Cn1cnc2ccccc2c1=O)c1ccc(Br)cc1	21	99	101	-2	1.7	-5	12	-13	102	1	8
Cc1ccc(S(=O)(=O)N(C)CCCC(=O)Nc2ccc(F)cc2)cc1	10	102	104	-1	0.6	0	9	/	100	-8	26
NC(=O)Cn1c(=O)n(CCc2ccccc2)c(=O)c2c3c(sc21)CCCC3	10	111	103	-1	0.8	2	6	14	101	3	14
O=C1c2oc3ccccc3c(=O)c2C(c2cccc(Br)c2)N1Cc1ccco1 (stereo not given)	28	98	102	-2	-2.6	9	0	/	96	-18	21
Fc1ccc(F)c(NC(=S)NCCc2ccccc2)c1	11	103	91	-4	0.5	-16	2	-9	103	-31	15

Overlap with the part before: three compounds, then new ones.
SMILES	GSH bead fluor	RGS7-Gao reg	RGS8-Gao reg	Bim-Mcl-1	ABCB1 inh	Mcl1-Noxa inh	ABCG2 inh	Pf gametocyte	RGS4-Gao reg	Mcl1-Bid inh	Avidin fluor
NC(=O)Cn1c(=O)n(CCc2ccccc2)c(=O)c2c3c(sc21)CCCC3	10	111	103	-1	0.8	2	6	14	101	3	14
O=C1c2oc3ccccc3c(=O)c2C(c2cccc(Br)c2)N1Cc1ccco1 (stereo not given)	28	98	102	-2	-2.6	9	0	/	96	-18	21
Fc1ccc(F)c(NC(=S)NCCc2ccccc2)c1	11	103	91	-4	0.5	-16	2	-9	103	-31	15
O=C(NNS(=O)(=O)c1ccccc1C(F)(F)F)c1cc2ncc(C(F)(F)F)cc2s1	/	?	102	/	/	15	/	14	101	3	6
CC(=O)NC(C)C12CC3CC(CC(CC(=O)O)(C3)C1)C2 (stereo not given)	20	106	102	5	0.9	10	3	/	105	-16	12
COC(=O)c1ccccc1NC(=O)c1nc2nc(C)cc(C(F)F)n2n1	19	98	102	-2	0.0	0	0	/	100	3	42
Cc1ncsc1CCOC(=O)C12CC3CC(CC(C3)C1)C2	76	97	99	0	0.5	13	1	/	97	-2	12
O=c1oc(-c2cccs2)nc2ccc(Cl)cc12	10	102	105	0	0.3	-4	4	11	103	-23	11
CN(C)S(=O)(=O)c1cccc(-c2nnc3n2CCCCC3)c1	/	?	100	/	/	-8	/	-11	97	-12	11
CCOc1cc(C2CC(=O)Nc3cc(C)c(C)cc32)ccc1O (stereo not given)	56	97	103	2	0.0	10	0	0	98	-32	9
Nc1cc(-c2ccccc2)nn1S(=O)(=O)c1ccc(F)cc1	27	98	98	0	0.6	1	2	/	101	-14	7
O=[N+]([O-])c1c(NCCO)cc(N2CCN(Cc3ccc4c(c3)OCO4)CC2)c2nonc12	18	99	99	-13	0.2	20	14	-10	97	-52	8
O=C(NCCn1cc(SCc2ccccc2)c2ccccc21)c1ccccc1F	17	/	/	0	0.7	9	15	/	/	-3	/
COc1ccc2nc(NC(=O)CN(C)S(=O)(=O)c3cccs3)sc2c1	71	98	102	1	0.1	8	3	/	102	-16	7
COc1cccc(CNC(=O)CCC2CCCN(C(=O)c3cc(C)[nH]n3)C2)c1 (stereo not given)	13	90	100	-4	0.5	1	1	8	101	-25	11
O=C(CNCC1CCCCC1)Nc1cccc(S(=O)(=O)N2CCOCC2)c1	24	97	98	-2	0.7	41	3	12	96	15	11
CCc1ccc(NC(=O)COn2nnc3ccc(S(=O)(=O)N(C)C)cc32)cc1	68	94	98	-1	-0.3	12	-1	15	99	-10	6
Cc1ccc(Sc2ccc(C(=O)N(C)C)cc2[N+](=O)[O-])cc1	20	87	95	0	1.0	11	4	/	94	-12	8
CCN1CCN(C(CNC(=O)c2ccc3c(c2)OCO3)c2cccnc2)CC1 (stereo not given)	19	105	107	-1	-2.3	6	-2	/	102	-7	10
O=C(Nc1ccc(Oc2cccc(C(F)(F)F)c2)nc1)c1cccs1	/	?	101	/	/	-5	/	-7	107	21	7
O=C(CN1CCN(C(=O)c2ccccc2)CC1)Nc1ncc(Br)cc1Br	33	99	97	-4	0.5	/	1	11	98	-37	8
Cc1cccc(C)c1NC(=O)CN(C)C(C)C(=O)Nc1ccccc1-c1ccccc1 (stereo not given)	16	?	98	-1	0.6	7	2	-25	97	1	11
Cn1cccc1Cc1nnc(SCC(=O)Nc2ccccc2F)n1CCc1ccccc1	24	87	90	-6	-2.0	9	0	/	87	-2	4
COc1ccc(/C=C/C(=O)N2CCC(C(N)=O)CC2)cc1S(=O)(=O)N1CCOCC1	18	101	97	-1	-0.3	-9	0	/	98	-24	8
Cc1ccc(Cn2ccc(=O)c(Cc3c(Cl)cccc3Cl)c2C)cc1	17	99	101	0	2.2	8	7	/	98	1	9
O=C(C1CCN(Cc2cc(Cl)ccc2O)CC1)N1CCN(Cc2ccccc2)CC1	21	97	98	-1	0.2	22	3	/	97	28	16
Cc1cc(C)c2cc(C(O)c3nnnn3Cc3ccccc3)c(=O)[nH]c2c1 (stereo not given)	16	102	99	-2	0.8	7	6	/	99	3	13
CC1=CS/C(=C(/C#N)C(=O)N2CCCCC2)N1c1ccccc1	14	97	100	-4	0.9	24	0	/	104	-37	10
